Source: PubChem
CHRM5 agonist = agonists of human muscarinic M5 receptor (CHRM5) | P08912 | AID 624037 | hit rate 0.19% among 360,000 | CHO-K1 hM5 cells, Fluo-8 calcium fluorescence; 0% DMSO wells, 100% maximal acetylcholine response | activation, % at 3 µM;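 active = activation above the run's mean over test compounds plus 3 SD, cut at about 23% in these data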;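 note: signal is peak over basal fluorescence ratio across the kinetic read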
Target sequence (P08912 whole entry, looked up): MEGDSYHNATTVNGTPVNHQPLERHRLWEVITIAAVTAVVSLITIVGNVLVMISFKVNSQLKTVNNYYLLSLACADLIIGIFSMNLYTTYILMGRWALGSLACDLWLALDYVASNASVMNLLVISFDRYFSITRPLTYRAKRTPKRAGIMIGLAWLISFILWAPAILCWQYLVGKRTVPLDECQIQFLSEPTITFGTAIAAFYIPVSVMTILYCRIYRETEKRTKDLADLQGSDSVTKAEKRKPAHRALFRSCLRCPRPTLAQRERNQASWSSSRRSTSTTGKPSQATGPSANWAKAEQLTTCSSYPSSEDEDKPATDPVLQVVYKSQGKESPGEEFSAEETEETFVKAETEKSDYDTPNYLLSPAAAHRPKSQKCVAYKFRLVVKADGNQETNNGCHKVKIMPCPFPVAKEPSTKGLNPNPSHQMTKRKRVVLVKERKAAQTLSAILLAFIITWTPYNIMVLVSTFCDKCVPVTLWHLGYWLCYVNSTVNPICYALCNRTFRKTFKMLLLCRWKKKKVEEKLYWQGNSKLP
CHRM4 agonist = agonists of human muscarinic M4 receptor (CHRM4); activation, % at 3 µM; AID 624127; P08173; hit rate 0.14% among 360,000; CHO-K1 hM4/Gqi5, Fluo-8 calcium fluorescence; vehicle 0%, full acetylcholine response 100%;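 active = activation above the run mean over all test wells plus 3 SD, cut at about 32% in these data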;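 note: peak over basal fluorescence ratio per well then scaled between controls; 0% = DMSO wells and 100% = acetylcholine at EC100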
Target sequence (P08173 whole entry, looked up): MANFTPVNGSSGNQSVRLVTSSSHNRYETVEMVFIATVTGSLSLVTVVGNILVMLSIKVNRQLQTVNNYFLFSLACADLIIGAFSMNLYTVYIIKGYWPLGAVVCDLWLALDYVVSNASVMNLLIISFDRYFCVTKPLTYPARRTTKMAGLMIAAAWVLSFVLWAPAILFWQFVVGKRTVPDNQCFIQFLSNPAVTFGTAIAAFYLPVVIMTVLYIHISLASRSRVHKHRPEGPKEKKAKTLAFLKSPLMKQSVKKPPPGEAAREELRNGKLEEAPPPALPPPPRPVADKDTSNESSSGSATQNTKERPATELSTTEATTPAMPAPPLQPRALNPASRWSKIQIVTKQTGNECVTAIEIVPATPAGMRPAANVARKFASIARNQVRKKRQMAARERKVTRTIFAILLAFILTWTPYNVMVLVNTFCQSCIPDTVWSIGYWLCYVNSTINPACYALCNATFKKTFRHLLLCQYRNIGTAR
CRFR2-BP antag = CRF-BP/CRF-R2 complex antagonism | hit rate 0.59% among 350,000 | inhibition, % at 11.8 µM | HEK293 CRF-R2/CRF-BP, CRF-induced calcium fluorescence;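 active = inhibition of the ligand-induced calcium signal above about 50% at the single tested concentration, limit read from the data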
M1 PAM = potentiates human M1 receptor response to acetylcholine | CHO-K1 hM1, Fluo-8 calcium fluorescence, ACh EC20; 0% = ACh EC20, 100% = maximal ACh | activation, % at 3 µM | hit rate 0.088% among 360,000; in the data active = activation above about 19%, passing the limit was not always enough
CHRM5 antagonist = antagonists of human muscarinic M5 receptor (CHRM5); hit rate 0.59% among 360,000; AID 624040; inhibition, % at 3 µM; CHO-hM5 cells, Fluo-8 calcium fluorescence, ACh EC80;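 active = inhibition above a per-plate cutoff, the mean of that plate's test compounds plus 3 SD, cut at about 27% in these data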;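 note: 0% = acetylcholine EC80 with DMSO and 100% = DMSO without agonist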
CHRM4 PAM = potentiates acetylcholine response at human M4 receptor; P08173; CHO-K1 hM4/Gqi5, Fluo-8 calcium fluorescence, ACh EC20; 0% = ACh EC20, 100% = maximal ACh; activation, % at 3 µM; hit rate 0.4% among 360,000;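 active = activation above its plate's cutoff, the mean activation of sample wells plus 3 SD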; note: some results filed as inactive read as strong as hits
M5 PAM = potentiates acetylcholine response at human M5 receptor. P08912. CHO-K1 hM5, Fluo-8 calcium, ACh EC20 PAM; 0% = ACh EC20, 100% = ACh EC100. activation, % at 3 µM. hit rate 0.3% among 360,000. AID 624038;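 active = activation above the run cutoff, the mean activation of all test compounds plus 3 SD, cut at about 18% in these data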
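System – CHO-K1 hM5 cells · Compound – 3 µM, single dose · Incubation – compound preincubation 140 s before EC20 acetylcholine addition · Technique – Fluo-8 calcium fluorescence · Measure – Max/basal fluorescence ratio as % of EC20–EC100 ACh window · Benchmarks – low control EC20 acetylcholine (0%), high control EC100 acetylcholine (100%) · Replication – singlicate, one well per test compound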
M4 antag = CHRM4 antagonism in calcium assay. P08173. CHO-hM4 cells, ACh EC80, Fluo-8 calcium fluorescence. inhibition, % at 3 µM. hit rate 0.73% among 360,000;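 active = inhibition above its plate's cutoff, the mean inhibition of sample wells plus 3 SD, cut at about 27% in these data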;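 note: 0% = acetylcholine EC80 with DMSO and 100% = DMSO without agonist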
CRFBP-R2 agonist = CRF-BP/CRF-R2 complex agonism; HEK293 CRF-R2/CRF-BP, calcium dye fluorescence (FLIPR); percent of saturating CRF peptide response; activation, % at 13.2 µM; hit rate 0.46% among 350,000; AID 588473;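 active = activation of at least 50%, plus an integration ratio under a set limit after plate pattern correction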;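 note: plate controls were neutral control wells without compound for no effect and CRF at EC100 for full effect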
* hit, by the source's call; . = not tested or not shown. Hits appear at their usual frequency; overall some 2.6% were active at least once.

No.	canonical_smiles	CHRM5 agonist	CHRM4 agonist	CRFR2-BP antag	M1 PAM	CHRM5 antagonist	CHRM4 PAM	M5 PAM	M4 antag	CRFBP-R2 agonist
1	COC(=O)C1=C(C)Nc2ncnn2C1c1cccnc1 (stereo unspecified)	3	1	-20	9	-5	4	2	1	1.4
2	CCN(Cc1ccc(OC)c(COC)c1)CC1CCCN(CCc2cccc(F)c2)C1 (stereo unspecified)	-20	1	5	-10	3	-9	-1	-3	2.9
3	O=C1OC(c2ccc(F)cc2)=C/C1=C\c1ccc(O)cc1	4	0	-1	9	-2	-1	0	1	-0.1
4	CCC1(C)NC(=O)N(CC(=O)N2CCN(c3cccc(Cl)c3)CC2)C1=O (stereo unspecified)	3	4	-5	7	-1	7	1	-9	-0.2
5	O=C(CSc1nc2ccccc2c(=O)n1CC1CCCCC1)N1CCOCC1	-3	1	-14	6	-1	12	-2	-6	1.7
6	Cc1cc(=O)[nH]c(SCC(=O)Nc2ccc(Br)cn2)n1	5	0	10	8	-3	28	0	15	-0.2
7	O=C(COc1ccccc1F)NNC(=O)c1ccc(F)c(S(=O)(=O)N2CCOCC2)c1	0	3	-7	0	13	7	2	-10	-0.6
8	CSc1ccc(/C=C/C(=O)OCC(=O)N2CCc3ccccc32)cc1	3	1	-2	14	9	5	-1	-2	-0.4
9	Cc1ccc(S(=O)(=O)NCC(=O)NCc2ccncc2)cc1	-4	0	10	4	2	16	3	8	-0.6
10	O=C(Nc1cccc(S(=O)(=O)N2CCCCC2)c1)c1ccc(OCC2CCCO2)cc1 (stereo unspecified)	3	7	0	-10	8	-11	-4	-2	1.1
11	CSc1ccccc1NC(=O)CN(C)Cc1cccc(Cl)c1	1	-2	10	4	-6	-6	1	2	-2.2
12	COc1cc(C#N)c(NC(=S)N2CCN(C(=O)c3ccco3)CC2)cc1OC	1	1	.	4	6	-4	-7	4	.
13	COC(=O)c1cc(S(=O)(=O)NCC2CCN(Cc3cccc(F)c3)CC2)cn1C	-3	2	-2	-2	-14	-1	6	-3	0.1
14	Fc1ccc(-c2nc3c(Cl)cc(C(F)(F)F)cn3c2Cc2ccsc2)cc1	0	-1	.	.	4	-6	-5	7	.
15	COc1ccc2oc(=O)cc(CN(C)Cc3ccccc3)c2c1	1	6	-3	1	8	-7	4	10	-1.0
16	COc1cccc2c1Oc1ncccc1N(C(=O)CCC(=O)NCc1ccccc1Cl)C2	-3	1	-11	6	10	3	-2	0	-1.0
17	Cc1ccc(-c2nnc(CN3CCCCC3C)o2)cc1 (stereo unspecified)	-1	1	8	10	18	3	0	-9	4.2
18	CC(=O)NC1N=C(C)N(c2ccccc2)C1=O (stereo unspecified)	-2	0	4	6	-1	4	-5	-7	0.3
19	O=C(CN(C(=O)Cn1nnc(-c2ccc(F)cc2)n1)c1cnc2ccccc2c1)NCC1CCCO1 (stereo unspecified)	2	1	18	3	-2	-1	1	-5	0.5
20	CC(Oc1cccc([N+](=O)[O-])c1)C(=O)NCCC1=CCCCC1 (stereo unspecified)	-2	0	12	-3	11	3	-1	1	0.5
21	Cc1ccc2c(c1)nc(-n1nc(C)cc1C)c1nnnn12	-2	2	-2	3	-1	-1	2	-10	0.8
22	O=C(O)CN1C(=O)/C(=C\c2cc(Br)ccc2OCc2ccccc2F)SC1=S	-4	-1	25	2	4	-6	-2	6	-1.3
23	O=C1CSC(c2cn(-c3ccccc3)nc2-c2cc3ccccc3o2)N1Cc1ccccc1 (stereo unspecified)	-9	0	-1	9	3	-1	13	2	3.5
24	COCCNC(=O)C1CCN(S(=O)(=O)c2c(C)noc2/C=C/c2cccs2)CC1	1	1	14	12	10	-2	-4	18	-0.1
25	COc1ccc(NC(=O)c2onc(C)c2Cl)cc1	-1	2	-9	2	7	-5	-1	7	-4.3
26	COC(=O)C1=C(C(=O)OC)[C@@H]2N(C)c3ccc(OC)cc3[C@@]23C[C@@H](C(=O)OC)N=C3N1	1	0	-5	8	4	4	4	-9	0.8
27	COc1ccc(CCOC(=O)CNC(=O)c2ccc(Cl)cc2Cl)cc1	-3	2	1	15	3	0	1	3	-2.4
28	Cc1ccc(S(=O)(=O)N2CCN(C(=O)COC(=O)c3ccc(Br)o3)CC2)c(C)c1	2	8	4	0	11	-7	-8	-10	1.3
29	Cc1ccc(C)c(S(=O)(=O)NCC(=O)OCC(=O)Nc2sccc2C(N)=O)c1	3	20	14	-7	9	-7	-23	-1	-0.1
30	COCCOC(=O)c1[nH]c2c(c1C)C(=O)CC(c1cc(OC)ccc1OC)C2 (stereo unspecified)	0	3	-16	1	4	5	-5	-15	-2.1
31	Cc1ccc(NC(=O)CSCC(=O)Nc2ccccc2C(=O)NC2CC2)cc1	2	0	9	7	4	1	-4	-12	-0.6
32	CCCCCOC(=O)C(C)Sc1n[nH]c(=O)[nH]c1=O (stereo unspecified)	-2	1	16	13	3	-3	-1	2	-3.5
33	CCn1cc(CN2CCC(n3nccc3NC(=O)C(OC)c3ccccc3)CC2)cn1 (stereo unspecified)	-4	0	-4	10	-6	-1	1	6	1.4
34	CCCOc1ccc(F)cc1-c1cc(C(=O)Nc2ccc(OC)cc2OC)[nH]n1	0	1	.	-2	-2	-2	1	-3	.
35	Cc1ccc(-n2nc3c(N4CCC(C(=O)N5CCCCCC5)CC4)nnc(C)c3c2C)cc1	-9	1	-10	-10	-11	-5	0	1	-0.6
36	Cc1cccc(C)c1NC(=O)CSCC(=O)c1ccc(O)c(O)c1	-1	-1	44	1	-1	1	3	-1	0.1
37	COc1cccc(CN(C)CC(=O)NCc2ccccc2Cl)c1OC	-4	4	11	-2	-6	0	1	-15	-6.2
38	COc1ccc(-n2c(=O)cc(N3CC(C)OC(C)C3)[nH]c2=O)cc1 (stereo unspecified)	1	0	-7	8	-5	12	3	-10	3.6
39	Cc1ccc(C(C(=O)NCC2CCCO2)N(C(=O)c2snc(C(N)=O)c2N)c2ccc(C(C)C)cc2)o1 (stereo unspecified)	-4	3	-20	6	0	8	-3	-17	-2.4
40	CC(=O)c1cn(N2CCCCC2)c(=O)[nH]c1=O	-5	0	4	3	6	-1	-6	0	0.8
41	Cc1ccc(-n2nc3c(c2NC(=O)c2c(-c4ccccc4Cl)noc2C)CS(=O)(=O)C3)c(C)c1	1	3	7	13	-1	9	4	2	0.3
42	Cc1cc2n(n1)C(c1ccccc1Cl)Nc1ccccc1-2 (stereo unspecified)	-1	0	-1	12	3	11	-3	4	-0.9
43	COc1ccc(-n2c(=S)[nH]c3cc(C(=O)NCCCN4CCOCC4)ccc3c2=O)cc1OC	-1	1	10	-3	14	0	-4	-5	1.3
44	O=C(Cn1c(-c2ccccc2)noc1=O)Nc1ccc(S(=O)(=O)N2CCOCC2)cc1	0	4	-22	2	8	6	-7	-4	3.1
45	CC(=O)N1CCc2cc(S(=O)(=O)NCCN3CCC(C)CC3)ccc21	-2	2	-10	2	-4	-1	2	-2	-0.1
46	O=c1c2c(nc3nc(NCc4ccc(Cl)cc4)[nH]n13)CCC2	-2	0	-31	0	-4	-9	-6	5	2.1
47	O=C(CNC(=O)c1ccc(S(=O)(=O)N2CCCC2)cc1)N/N=C/c1ccc(F)cc1	-3	2	-32	-1	7	-4	-1	0	1.8
48	CC(CCCC(C)(C)O)NCc1cn[nH]c1-c1ccc2c(c1)OCO2 (stereo unspecified)	1	1	1	-3	7	-5	2	4	-1.5
49	O=C(COC(=O)c1ccc([N+](=O)[O-])s1)c1ccc[nH]1	-1	4	-3	9	9	0	-5	4	-0.7
50	Cc1ncoc1C(=O)NCc1ccccc1Cl	2	2	14	-5	3	5	0	5	1.1
51	Cc1cccc(NC(=O)c2ccc(S(=O)(=O)NCc3cccnc3)cc2)c1	0	8	-3	7	3	0	0	-6	0.8
52	COc1ccc(/C=C/C(=O)CCC(=O)O)cc1	-1	5	5	9	-4	2	-9	1	-0.2
53	COc1ccccc1-c1csc(C(O)c2cccc(Cl)c2)n1 (stereo unspecified)	-1	0	.	-6	-9	9	1	-21	.
54	COc1ccc(CN2CCN(C(=O)CCC(=O)c3ccc(C)s3)CC2)cc1OC	0	1	3	7	3	-3	3	-6	1.2
55	COC(=O)C1CCN(c2ccc([N+](=O)[O-])cc2[N+](=O)[O-])CC1	-1	6	-3	5	4	-1	0	-5	-0.2
56	CC(CCc1ccccc1)NC(=O)CNC(=O)COc1ccccc1 (stereo unspecified)	-1	0	-6	3	9	-4	1	-3	-5.9

(continued)
No.	canonical_smiles	CHRM5 agonist	CHRM4 agonist	CRFR2-BP antag	M1 PAM	CHRM5 antagonist	CHRM4 PAM	M5 PAM	M4 antag	CRFBP-R2 agonist
57	Cc1noc(C)c1S(=O)(=O)N(C)C[C@H]1Oc2c(NC(=O)NC(C)C)cccc2C(=O)N([C@H](C)CO)C[C@@H]1C	-3	2	2	-7	11	4	-3	2	1.4
58	N/C(=N\OC(=O)/C=C/c1ccc(Br)cc1)c1ccccn1	-2	3	6	5	-2	0	1	18	-0.8
59	O=c1oc(Nc2ccccc2Cl)nc2ccccc12	0	0	-35	3	10	15	3	-8	3.6
60	O=C(CNCc1ccccc1Cl)Nc1ccc(C(=O)N2CCCCC2)cc1	2	7	-13	-9	-4	7	1	1	0.7
61	COC(=O)[C@H](Cc1ccccc1)NC(=O)N1CCC(C)CC1	-1	1	8	0	13	16	2	22	-0.8
62	COc1ccc(C(=O)c2[nH]c(N)c(C(=O)NCCc3c[nH]c4ccccc34)c2-c2ccccc2Br)cc1	2	4	.	.	1	-5	-3	-1	.
63	CCNC(=O)C1(C)CCN(C(=O)c2cc(C)oc2C)C1 (stereo unspecified)	1	0	.	4	1	-8	1	8	.
64	CN1C(C(=O)N2CCc3ccccc3C2)=CC(c2ccc(F)cc2)=NS1(=O)=O	-2	3	-19	-9	14	-7	-7	1	0.2
65	CCOC(=O)CCCCCCCCC(=O)Nc1ccc(-n2[nH]c(=O)cc2C)cc1	24*	8	-15	-2	-1	2	-11	-17	-0.6
66	Cc1ccc(-c2nnn(CC(=O)N(Cc3cccs3)C(C(=O)NCC3CCCO3)c3ccco3)n2)o1 (stereo unspecified)	2	4	9	4	-10	11	6	-6	-1.8
67	COc1ccccc1OCCC(=O)OCC(=O)Nc1cc(S(=O)(=O)N2CCOCC2)ccc1Cl	2	8	4	1	9	-1	-5	-2	-0.9
68	CN(C(=O)c1cccc(NC(=O)Cc2ccc(NC(=O)C3CCCN(S(=O)(=O)c4cccc([N+](=O)[O-])c4)C3)cc2)c1)C1CCC1 (stereo unspecified)	-1	-1	17	8	-13	0	5	-8	-2.5
69	COc1ccc2c(c1)C1C=CCC1C(c1cc3c(cc1Br)OCO3)N2 (stereo unspecified)	-1	0	9	3	6	9	-7	7	2.3
70	Cc1ccc2c(c1)nc(NCCO)n2C	-7	1	-11	0	-3	2	-9	1	1.2
71	Cc1nc(-c2nnc(SCC(=O)Nc3cc(C(F)(F)F)cc(C(F)(F)F)c3)n2C)cs1	7	0	-1	5	-7	-8	5	-2	-2.6

An excerpt of these results, screen by screen:
22) O=C(O)CN1C(=O)/C(=C\c2cc(Br)ccc2OCc2ccccc2F)SC1=S
23) O=C1CSC(c2cn(-c3ccccc3)nc2-c2cc3ccccc3o2)N1Cc1ccccc1 (stereo unspecified)

| assay / entry | 22 | 23 |
| --- | --- | --- |
| CHRM5 agonist | -4 | -9 |
| CHRM4 agonist | -1 | 0 |
| CRFR2-BP antag | 25 | -1 |
| M1 PAM | 2 | 9 |
| CHRM5 antagonist | 4 | 3 |
| CHRM4 PAM | -6 | -1 |
| M5 PAM | -2 | 13 |
| M4 antag | 6 | 2 |
| CRFBP-R2 agonist | -1.3 | 3.5 |
